Source: PubChem
FN deposit inh: fibronectin deposition inhibition | AH1F fibroblasts, Alexa488-fibronectin deposition fluorescence, overnight | inhibition, % at 12.6 µM | hit rate 0.086% among 350,000 | AID 743247;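 active means mean inhibition across replicates of 30% or more, regardless of how many single replicates reach that level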;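 further: positive control wells lacked labelled fibronectin entirely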
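Material: AH1F fibroblasts assembling fluorescent fibronectin matrix; amount: 10000 AH1F cells/well; medium: DMEM, 2% serum; reagent: Alexa488-fibronectin, 24 nM final in well; dosing: single compound dose, delivered by pin transfer; incubation: 1 h adhesion, overnight exposure; detection: fluorescence after three HBSS washes, excitation 485 nm, emission 525 nm; measure: fibronectin deposition inhibition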
Cneo AK release: Cryptococcus neoformans lysis via adenylate kinase release; hit rate 0.2% among 360,000; AID 651654; lysis activity, % at 15 µM; C. neoformans lysis, adenylate kinase release luminescence, 4 h; normalised: neutral wells 0, clomiphene wells 100;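 active means mean lysis activity across replicates of at least 80%, whatever share of replicates individually reach that level; inactive means mean lysis activity below 80%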
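Assay system: C. neoformans cells. Amount: yeast cell density of 5 × 10^6 cells/mL. Technique: AK luminescence. Buffer or medium: YPD. Times: static 4 h at 37 °C with compound, 1 h detection. Dosing: single-point compound dose. Read-out: lysis from increased AK signal.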
INS-1E GSIS act: primary screen for activators of insulin secretion dependent on glucose, INS-1E cells, GLuc reporter luminescence; INS-1E GLuc reporter insulin secretion, 2-3 h; activation, % at 16.6 µM; hit rate 0.61% among 370,000; AID 743287;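 active means lowest replicate activation of at least 40%, so every replicate reaches that level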;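 further: 0% = median of neutral control wells and 100% = median of IBMX positive control wells; some compounds called inactive have numbers as strong as hits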
CFTR F508del cor: CFTR F508del correction in bronchial cells. CFBE cells, YFP halide quenching; stimulated with forskolin plus potentiator P3; % fluorescence drop versus neutral controls. activity (quench increase), % at 7.58 µM. hit rate 0.36% among 350,000. AID 720511;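 active means mean added fluorescence quench of at least 8% versus neutral control, with both replicates also reaching 8%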;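 further: cells transiently co-express mutant CFTR-F508del with the halide-sensitive YFP; corrector assay measuring rescue of mutant channel to the surface after 24 h compound exposure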
PglD inh: PglD (C. jejuni) enzyme inhibition. purified PglD enzyme, DTNB colorimetric CoA detection. inhibition, % at 12.5 µM. hit rate 0.098% among 360,000; in the data active means inhibition above about 16%, passing the limit was not always enough; further: strong numbers were not always called active
Statin myotox sup: protects C2C12 myotubes from simvastatin toxicity; ATP luminescence, 48 h; scaled: DMSO 0, geranylgeraniol control 100; rescue of ATP level, % at 7.49 µM; hit rate 0.78% among 330,000; AID 602340;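 active means mean ATP rescue above about 67%, or every replicate alone reaching that limit, limit read from the data, passing the limit was not always enough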;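 further: myotubes were challenged with 10 µM simvastatin during compound exposure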
PGC1a acetyl inh: PGC1a acetylation modulation, inhibitor mode; U2OS PGC1a acetylation, AlphaScreen anti-acetyl-lysine; with virally co-expressed GCN5 acetyltransferase; inhibition, % at 15.6 µM; hit rate 0.17% among 350,000; AID 651687;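 active means every replicate shows inhibition of at least 40%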;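 further: 0% = neutral control wells and 100% = positive control wells; some results beyond the cut were filed as inactive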
miR122 inh: miR-122 inhibition in Huh7 cells; Huh7 miR-122 Renilla luciferase sensor, 48 h; neutral wells = 0, positive control = 100; activation (reporter increase), % at 12.5 µM; hit rate 0.3% among 340,000; AID 602342;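 active means mean replicate activation score at least 90 and every replicate individually at or above 90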;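 further: higher luciferase means less miR-122 activity so hits act as miR-122 inhibitors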
Starred values were filed as active, the others as inactive; . = not tested or not shown; & = joins results of further samples; [ ] = remark or other dose. Rows were taken by chance; 2.1% or so of the library scored in one or more.

The line under a structure holds: FN deposit inh | Cneo AK release | INS-1E GSIS act | CFTR F508del cor | PglD inh | Statin myotox sup | PGC1a acetyl inh | miR122 inh
CN(C)C(=O)C[C@H]1CC[C@H]2[C@@H](COC[C@H](O)CN2CC2CCCCC2)O1
  2 | 0 | 31 | 1.0 | -1 | 2 | -6 | 0[16.7 µM]
Cc1ccc(CN2CCN(Cc3c(C)nn(-c4ccc(F)cc4)c3C)CC2CCO)o1 (stereo not given)
  -11 | -2 | 4 | 0.4 | 4 | 0 | . | -6
CC(C)=CCN1CCN(Cc2coc3ccc(C)cc3c2=O)CC1CCO (stereo not given)
  -6 | 0 | 5 | -3.4 | -3 | -8 | -1 | -3
C[C@@H]1CN([C@@H](C)CO)C(=O)c2cccc(N(C)C)c2O[C@@H]1CN(C)C(=O)Nc1ccc2c(c1)OCO2
  -6 | 4 | -21 | -1.2 | 4 | 32 | 11 | 17[16.7 µM]
CCOC(=O)Cn1c(C)cc(=O)c2cccc(C)c21
  . | 4 | 2 | . | -4 | 0 | . | .
Cc1ccc(C)c(SCC(=O)N(C)C2CCS(=O)(=O)C2)c1 (stereo not given)
  1 | -1 | 3 | -1.8 | -2 | 9 | 0 | 6
CCC1Nc2ncnc(N3CCN(c4ccccn4)CC3)c2N(Cc2ccc(Cl)cc2)C1=O (stereo not given)
  -1 | -2 | -11 | -1.7 | -2 | 6 | -2 | 2
NC(=O)c1ccc[n+](CC(=O)c2ccc(Br)cc2)c1
  -22 | . | 3 | 2.7 | . | . | 5 | .
O=C1c2ccccc2CC1(Cc1ccccc1)Cc1ccccc1
  -4 | -9 | -10 | . | 4 | 0 | -10 | 2
O=C(COc1ccc(/C=N/NS(=O)(=O)c2ccccc2)cc1)Nc1cccc(Cl)c1
  . | -2 | . | . | 1 | . | -13 | 32
Cc1cnc(C)c(N2CCC(C(=O)NCc3ccco3)CC2)n1
  . | -1 | . | . | -6 | -11 | 0 | 16
Cc1ccc(S(=O)(=O)N(CCC(=O)NCc2ccccc2F)c2ccccc2)cc1
  1 | 1 | . | -0.6 | -1 | 3 | -9 | 0
C[C@H](CO)N1C[C@H](C)[C@@H](CN(C)S(=O)(=O)c2ccc(Oc3ccccc3)nc2)OCc2cnnn2CCCC1=O
  16&8 | 4&0 | -8&-13 | 5.9&2.9 | 3&2 | -6&14 | 9&5 | -4
O=C(/C=C/c1ccc(Cl)c(Cl)c1)NCCCn1ccnc1
  2 | 0 | . | 0.5 | 12 | -4 | -1 | -1
CCOc1ccc(CCNC(=O)CN2C(=O)NC3(CCCCC3)C2=O)cc1OCC
  -2 | 0 | -1 | 0.3 | 2 | -19 | 0 | -2

Exported with each value named: entries from further up.
> CC(C)=CCN1CCN(Cc2coc3ccc(C)cc3c2=O)CC1CCO (stereo not given)
  FN deposit inh: -6
  Cneo AK release: 0
  INS-1E GSIS act: 5
  CFTR F508del cor: -3.4
  PglD inh: -3
  Statin myotox sup: -8
  PGC1a acetyl inh: -1
  miR122 inh: -3

> CCOC(=O)Cn1c(C)cc(=O)c2cccc(C)c21
  FN deposit inh: .
  Cneo AK release: 4
  INS-1E GSIS act: 2
  CFTR F508del cor: .
  PglD inh: -4
  Statin myotox sup: 0
  PGC1a acetyl inh: .
  miR122 inh: .

New compounds follow.
The line under a structure holds: FN deposit inh | Cneo AK release | INS-1E GSIS act | CFTR F508del cor | PglD inh | Statin myotox sup | PGC1a acetyl inh | miR122 inh
COC(=O)c1ccccc1NC(=O)CSc1n[nH]c(CC(C)C)n1
  . | -1 | . | . | -3 | . | -10 | 5
CCc1ccc(-c2csc3nc[nH]c(=O)c23)cc1
  1 | -1 | -5 | 2.7 | 3 | 3 | 21 | -2
Cc1ccc(NC(=O)c2ccc(OCC3CCCO3)cc2)cc1 (stereo not given)
  1 | -12 | 7 | -3.9 | -3 | . | -1 | -4
N#Cc1c(NC(=O)COC(=O)c2ccc(F)cc2)sc2c1CCC2
  . | -1 | 32 | -0.8 | -3 | -3 | -2 | .
COc1cccc(C(C(=O)NCc2ccccc2)N(C(=O)c2csnn2)C2CC2)c1 (stereo not given)
  1 | -3 | -2 | 0.5 | 2 | 9 | -4 | -1
CN1CCN(C(=O)C[C@H]2CC[C@H]3[C@@H](COC[C@H](O)CN3C(=O)Cc3ccccc3)O2)CC1
  -7 | 1 | 4 | 2.9 | 0 | -17 | 4 | -6[16.7 µM]
CCOc1ccccc1N(C)C(=O)c1cn(CC)c(=O)c2cc(OC)c(OC)cc12
  -3 | -2 | 18 | -1.6 | -1 | -3 | . | 8
CCCC(=O)N1CCC1(C)C(=O)Nc1ccc(C)c(C)c1 (stereo not given)
  . | 4 | . | -0.1 | -1 | -5 | -5 | -2
Cc1ccc(NC(=O)c2cc(S(=O)(=O)Nc3ccc(C)cc3)cs2)cc1
  . | -1 | . | . | -4 | 30 | -7 | 10
C#CCOCCOCCOCCNc1nc(N2CCOCC2)nc(N2CCN(C(=O)CCCCCCCCCCNC(=O)[C@H]([C@@H](C)CC)n3cc(CCCCN=C(N)N)nn3)CC2)n1
  19 | 2 | -27 | 0.2 | 3 | -15 | . | .
CCCNC(=O)C1(C)CCCN(Cc2cccc(Oc3ccccc3)c2)C1 (stereo not given)
  -2 | 0 | -23 | 0.6 | -4 | -14 | -31 | 5
COc1cc(-c2cc3nc(NCCN(C)C)ccn3n2)cc(OC)c1OC
  . | -1 | . | 0.0 | 2 | 8 | -2 | .
C[C@@H]1CN([C@@H](C)CO)C(=O)c2cc(NC(=O)Nc3ccccc3)ccc2O[C@@H](C)CCCCO[C@H]1CN(C)C(=O)Cc1ccccc1
  3 | 3 | 9 | 0.3 | -2 | . | -1 | -7[16.7 µM]
C/C=C/c1ccc([C@H]2[C@@H](CO)N(C(=O)COC)[C@@H]2CNC(=O)CC)cc1
  4 | 2 | -2 | 8.3* | -1 | 11 | -2 | -7[16.7 µM]
CSc1nsc(SCC(=O)Nc2ccccc2)n1
  -6 | -2 | 9 | 0.1 | 0 | 2 | . | -1
Cc1ccc(NC2=CC(=O)C(=O)c3ccccc32)c(C)c1
  -12 | 1 | -43 | -1.2 | -7 | 2 | 26 | -8
CCn1c(C)nnc1SCC(=O)Nc1cccc(C(F)(F)F)c1
  2 | -2 | -3 | 2.4 | -6 | 0 | 3 | -5
C[C@H]1CN([C@@H](C)CO)C(=O)c2cc(NC(=O)Nc3cccc4ccccc34)ccc2O[C@H]1CN(C)Cc1ccncc1
  . | -9 | -20 | -0.3 | -9 | 30 | 6 | 0[16.7 µM]
O=C(c1cnccn1)N1C[C@@H]2[C@H](c3ccccc31)[C@H](CO)N2Cc1ccccc1Cl
  . | 43 | 5 | -0.1 | -2 | -5 | 0 | -11[16.7 µM]
COc1ccc(CNC(=O)C[C@H]2CC[C@H](NC(=O)Nc3ccc4c(c3)OCO4)[C@@H](CO)O2)cc1
  6 | -1 | -10 | -0.1 | -2 | 4 | -6 | .
Cc1ccc(S(=O)(=O)N(C)C)cc1NC(=O)C(C)NC(C)c1cccs1 (stereo not given)
  -2 | 3 | -7 | -1.5 | 1 | -12 | -12 | -8
CC(C)NC(=O)N(C)C[C@@H]1Oc2ncc(C#Cc3ccccc3F)cc2C(=O)N([C@H](C)CO)C[C@H]1C
  1 | -1 | 8 | 0.5 | 3 | -9 | 10 | 15[16.7 µM]
Cc1nc(SCC(=O)Nc2cccc(C(=O)O)c2)n[nH]1
  -3 | -1 | -5 | 0.2 | 1 | 1 | 4 | -2
C[C@H](CO)N1C[C@H](C)[C@H](CN(C)C(=O)Nc2ccccc2)Oc2cc(C#C[C@@H](C)O)ccc2S1(=O)=O
  -8 | 1 | 11 | -1.5 | 0 | 52 | 6 | 0[16.7 µM]
Fc1ccc(Nc2nc(NCc3cccs3)nc3ccsc23)cc1
  -7 | -2 | -23 | -0.6 | 0 | -15 | . | -3
C[C@@H]1CN([C@H](C)CO)C(=O)c2cc(NC(=O)C3CC3)ccc2O[C@H]1CN(C)S(=O)(=O)c1ccccc1
  9 | -4 | 8 | -4.0 | 1 | -7 | 0 | 3[16.7 µM]
CCOC(=O)c1c(CC(C)C)csc1NC(=O)COC(=O)c1cnc(C)cn1
  -8 | 0 | -1 | 2.1 | -5 | -1 | 3 | -1
COc1ccc(NC(=O)CN(C)C(=O)c2cn(-c3ccccc3)nc2-c2ccc(Cl)cc2)cc1
  -14 | -1 | -20 | 1.7 | -9 | -10 | -12 | 0
Cc1cc(Br)ccc1NC(=S)N1CCOCC1
  -2 | 0 | -5 | -0.9 | 5 | . | 1 | 2
Cc1cccc(N2C(=O)c3ccc(C(=O)Nc4c[nH]c(=O)[nH]c4=O)cc3C2=O)c1
  -3 | 2 | 31 | 3.2 | 3 | -7 | 4 | 2
Clc1cc(Br)ccc1NCc1cccnc1
  6 | 2 | 6 | -0.5 | -4 | 1 | 0 | 3
Cc1cccc(C(=O)O/N=C2/CC3CCC2(C)C3(C)C)c1 (stereo not given)
  . | -1 | . | . | -2 | -8 | -3 | 2
COC(=O)c1ccc(Nc2cc(C)nc(-c3ccccc3O)n2)cc1
  . | 3 | . | . | 2 | . | -11 | 12
Cc1cc(Br)ccc1NC(=O)CN(C)C(=O)C1CCN(c2ncnc3sc(C)c(C)c23)CC1
  3 | -2 | -41 | 3.9 | 4 | 8 | 13 | -17
C[C@@H]1CN([C@H](C)CO)C(=O)c2cc(NC(=O)C3CC3)ccc2O[C@@H]1CN(C)CC1CCCCC1
  . | 7 | 15 | 2.0 | 1 | 15 | -1 | -4[16.7 µM]
CCCNC(=O)Nc1ccc2c(c1)OC[C@@H](C)N(C(C)=O)C[C@H](C)[C@@H](OC)CN(C)C2=O
  1 | -6 | -5 | 1.6 | 2 | 17 | -12 | .
CN(C(=O)Cc1c(C(=O)O)n(C)c2ccccc12)c1cccc(C(F)(F)F)c1
  4 | -10 | 10 | 3.8 | 2 | -18 | 1 | -7
CC(=O)c1cccc(NC(=O)NCCS(C)=O)c1 (stereo not given)
  . | -1 | -2 | -0.3 | -2 | 1 | 5 | -3
COc1ccccc1C(=O)N1C[C@@H]2[C@H](c3ccccc31)[C@@H](CO)N2C(=O)Cc1ccccc1
  -11 | 1 | -6 | -2.1 | 1 | 20 | -4 | 29[16.7 µM]
CCCn1nnnc1NCc1ccc(F)cc1
  2 | . | -3 | . | . | -1 | -2 | -1
CCN(CC)C(=O)CSc1nc2ccc(NC(=O)CSc3nccn3C)cc2s1
  -11 | . | . | . | . | -10 | -7 | 0
CC(=O)/C(C#N)=C1\NC(=O)C(Cc2ccccc2C)S1 (stereo not given)
  1 | 2 | -13 | 11* | 4 | . | 7 | 13
CC1(c2ccccc2Cl)NC(=O)N(CC(=O)NCc2ccc3c(c2)OCO3)C1=O (stereo not given)
  1 | 0 | -6 | -3.1 | 0 | 4 | . | .
Cc1ccc(N=Cc2cc3c(cc2[N+](=O)[O-])OCO3)cc1[N+](=O)[O-]
  4 | 8 | -2 | -2.2 | 7 | . | 39 | -2
Cc1ccccc1C(=O)NC1CC(C)(C)NC(C)(C)C1
  . | 6 | . | . | -7 | 2 | -4 | 2
